mouse IAP activators: activators of mouse IAP, confirmation, biochemical, luminescence, single concentration (AID 434970) | actives 2.9% (n = 11,000) | purified mouse IAP, CDP-Star luminescence, 30 min; stronger effect = lower value | activity change, negative = activation, % at 10 µM; in the data active means activity change below about -85%;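 further: percent relative to enzyme plus DMSO wells and wells without enzyme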
mouse IAP activators Fold change: second read-out of mouse IAP activators, no call of its own (marks repeat the call); activation factor; measured here: IAP activation factor; stronger effect = higher value;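 fold luminescence change scaled to plate control wells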
* marks the source's active call; other numbers are inactive results. A portion of the library (hit frequency here may not be typical).

SMILES | mouse IAP activators | mouse IAP activators Fold change
COc1ccc(C2CC(c3ccccc3C(F)(F)F)=NN2c2ccc(S(N)(=O)=O)cc2)cc1 (stereo unspecified) | -121* | 2.2*
O=C(O)c1cc2c([nH]c1=O)CCCC2 | -2 | 1
CC(C)CC(=O)NCc1ccc(F)cc1 | 6 | 0.94
COC(=O)c1sccc1NC(=O)CSc1ccccc1NS(=O)(=O)c1cc(Cl)ccc1Cl | -6 | 1.1
Cc1cc(Cl)ccc1OCCCC(N)=O | 4 | 0.96
COC(=O)c1ccc(NC(=O)CCS(=O)(=O)c2ccc(Br)s2)cc1 | 7 | 0.93
OC[C@@H]1[C@@H](c2ccc(Cl)cc2)C(c2ccc(F)cc2)=NN1c1ccccc1 | -79 | 1.8
CN1CCN(Cc2c(O)ccc3occ(C(=O)c4ccccc4)c23)CC1 | 9 | 0.91
O=C1OCCN1C(=O)[C@H]1[C@H](c2ccccc2)C(c2ccccc2)=NN1c1ccccc1 | -7 | 1.1
CCOC(=O)c1cc(-c2ccc(C)cc2)n(CCC(=O)NC(C)CC)c1C (stereo unspecified) | -17 | 1.2
N#CC1=C(N)n2c(s/c(=C\c3ccco3)c2=O)=C(C#N)C1c1ccco1 (stereo unspecified) | 88 | 0.12
COc1ccc(C(=O)Nc2cccc(/C(C)=N/NC(=O)c3ccc([N+](=O)[O-])cc3)c2)cc1OC | 1 | 0.99
C#CCNCCS(=O)(=O)N(Cc1ccc(Br)cc1)[C@@H](CC(C)C)C(=O)O | 8 | 0.92
COc1ccc(CSc2nnc(Cc3sc(-c4ccccc4)nc3-c3ccccc3)o2)cc1 | 10 | 0.9
COCCN(CC(=O)Nc1ccccc1C)S(=O)(=O)c1ccc(S(=O)(=O)N2CCCC2)cc1 | 10 | 0.9
COc1ccc(NC(=O)c2ccc(Cc3ccc(C)cc3)o2)cc1 | 8 | 0.92
O=S(=O)(Nc1ccc2c(c1)nc1n2CCN(Cc2ccccc2)C1)c1ccccc1 | 18 | 0.82
Cc1ccc(C(=O)NC(Cc2cccc(F)c2)C(=O)O)cc1 (stereo unspecified) | -5 | 1
Cc1ccc(-c2nnn(CC(=O)N3CCCc4ccccc43)n2)cc1 | -6 | 1.1
CCOC(=O)c1cccc(NC(=O)CSc2nnc(C3CCCCC3)n2C)c1 | -7 | 1.1
CCOc1ccc(-c2nnc(-c3cccnc3)o2)cc1OCC | 8 | 0.92
O=C1c2ccccc2C(=O)N1CCCCc1cn(C[C@H]2CC[C@H](Cn3cc(CCCCN4C(=O)c5ccccc5C4=O)nn3)O2)nn1 | -5 | 1
O=C(NC(c1ccccc1)c1ccccc1)c1ccc(Br)o1 | -4 | 1
COC(=O)c1ccccc1Nc1ccccc1 | 8 | 0.92
Cn1c(C(=O)NCc2ccccc2)cc2oc3ccccc3c21 | -14 | 1.1

Compounds listed so far with four or more nitrogen atoms (6):
SMILES | mouse IAP activators | mouse IAP activators Fold change
N#CC1=C(N)n2c(s/c(=C\c3ccco3)c2=O)=C(C#N)C1c1ccco1 (stereo unspecified) | 88 | 0.12
COc1ccc(C(=O)Nc2cccc(/C(C)=N/NC(=O)c3ccc([N+](=O)[O-])cc3)c2)cc1OC | 1 | 0.99
O=S(=O)(Nc1ccc2c(c1)nc1n2CCN(Cc2ccccc2)C1)c1ccccc1 | 18 | 0.82
Cc1ccc(-c2nnn(CC(=O)N3CCCc4ccccc43)n2)cc1 | -6 | 1.1
CCOC(=O)c1cccc(NC(=O)CSc2nnc(C3CCCCC3)n2C)c1 | -7 | 1.1
O=C1c2ccccc2C(=O)N1CCCCc1cn(C[C@H]2CC[C@H](Cn3cc(CCCCN4C(=O)c5ccccc5C4=O)nn3)O2)nn1 | -5 | 1

The list continues:
SMILES | mouse IAP activators | mouse IAP activators Fold change
Cc1nnc(NC(=O)c2sc3ccccc3c2Cl)s1 | 15 | 0.85
Clc1ccc2nc3ccccn3c2c1 | 1 | 0.99
COC(=O)c1cccc(COC(=O)c2ccccc2NC(=O)c2ccco2)c1 | 8 | 0.92
CCOc1ccccc1NC(=O)c1cc(CC(C)C)oc1C | 8 | 0.92
O=[N+]([O-])c1cc([N+](=O)[O-])c(N2CCOCC2)cc1NCc1ccccc1 | 15 | 0.85
CC1CN(c2c3c(nc4ncnn24)CCCC3)CC(C)O1 (stereo unspecified) | -6 | 1.1
Clc1ccc(-c2nc3cnccn3c2NC2CCCC2)cc1 | -49 | 1.5
COc1ccc(C2N=C(N)N=C(N)N2c2ccccc2OC)cc1OC (stereo unspecified) | -16 | 1.2
O=C(CS(=O)(=O)Cc1ccccc1)NCc1ccc2c(c1)OCO2 | 3 | 0.97
COc1cc(/C=C/C(=O)CC(=O)/C=C/c2ccc(O)c(OC)c2)ccc1O | 49 | 0.51
O=C(O)CC1NC(=O)N(c2ccccc2)C1=O (stereo unspecified) | 3 | 0.97
CCOC(=O)NNc1ccc2nonc2c1[N+](=O)[O-] | 44 | 0.56
CC(C)CNC(=O)CC(c1ccccc1)c1c(O)ccc2ccccc12 (stereo unspecified) | -6 | 1.1
COc1ccc(N2CSC3=C(C#N)C(c4cccs4)CC(=O)N3C2)cc1 (stereo unspecified) | 37 | 0.63
Cc1ccc(-c2c(C)cc3oc(=O)cc(-c4ccccc4)c3c2C)cc1 | 13 | 0.87
COc1cccc(-c2sc3cc(OC)c(OC)cc3c2-c2ccc(OCCN3CCCCC3)cc2)c1 | -1 | 1
CCCC(NS(=O)(=O)c1ccc(C)cc1)C(=O)O (stereo unspecified) | 4 | 0.96
CC(C)n1nnnc1SCC(=O)N1CCN(C(=O)c2ccco2)CC1 | 9 | 0.91
O=C1/C(=C/c2ccc(O)c(O)c2)Oc2cc(O)ccc21 | 69 | 0.31
COc1cccc(NC(=O)COC(=O)c2cc(S(=O)(=O)N3CCOCC3)ccc2C)c1 | 4 | 0.96
OC[C@@H]1CC[C@@H](Cc2ccc(-c3ccccc3)cc2)O1 | -7 | 1.1
CC(C)C(C(=O)NC(C)(C)C)N1C(=O)c2ccccc2C1=O (stereo unspecified) | 6 | 0.94
O=C(NC(Nc1cc(C(F)(F)F)ccc1Cl)C(=O)c1ccccc1)c1ccccc1 (stereo unspecified) | 18 | 0.82
C[C@@H]1[C@H]2CCCC[C@H]2CN(C(=O)OC(C)(C)C)[C@@H]1CC(=O)c1ccccc1 | -3 | 1
CC(C)(C)N1CC2(c3ccccc3)CN(C(C)(C)C)CC(c3ccccc3)(C1)C2=O | 2 | 0.98

A few values from the results shown.
COc1ccc(N2CSC3=C(C#N)C(c4cccs4)CC(=O)N3C2)cc1 (stereo unspecified) @ mouse IAP activators Fold change = 0.63
CC1CN(c2c3c(nc4ncnn24)CCCC3)CC(C)O1 (stereo unspecified) @ mouse IAP activators = -6
O=C(NC(Nc1cc(C(F)(F)F)ccc1Cl)C(=O)c1ccccc1)c1ccccc1 (stereo unspecified) @ mouse IAP activators = 18

By substructure: the compounds so far containing a CF3 group.
SMILES | mouse IAP activators | mouse IAP activators Fold change
COc1ccc(C2CC(c3ccccc3C(F)(F)F)=NN2c2ccc(S(N)(=O)=O)cc2)cc1 (stereo unspecified) | -121* | 2.2*
O=C(NC(Nc1cc(C(F)(F)F)ccc1Cl)C(=O)c1ccccc1)c1ccccc1 (stereo unspecified) | 18 | 0.82

The listing continues:
SMILES | mouse IAP activators | mouse IAP activators Fold change
O=C(c1cccc(COc2cccc3ccccc23)c1)N1CCCC1 | 0 | 1
Cc1cc(C)c2[nH]c(=S)cc(C)c2c1 | -7 | 1.1
CC1(C)CC(=O)C(CC2=C(O)CC(C)(C)CC2=O)C(=O)C1 | 3 | 0.97
O=C(Cn1cc(C(=O)c2ccco2)c2ccccc21)NCc1ccco1 | 9 | 0.91
N#C/C(=N\Nc1ccccc1Cl)C(=O)c1ccccc1 | 13 | 0.87
O=C(NNC(=O)c1cccc2ccccc12)c1ccco1 | 21 | 0.79
CCCN(CCC)C(=O)c1ccc2c(c1)OCO2 | -5 | 1.1
COC(=O)C1C(O)=C(C=Nc2ccc(N)cc2)C(=O)CC1(C)C (stereo unspecified) | -6 | 1.1
CCCCOc1ccc(N2C(=O)CC(N(O)c3ccccc3)C2=O)cc1 (stereo unspecified) | 2 | 0.98
CCC(=O)NC(Nc1cc(C)cc(C)n1)(C(F)(F)F)C(F)(F)F | -9 | 1.1
CCCNC(=O)c1ccccc1NS(=O)(=O)c1ccc(OC)c(OC)c1 | 6 | 0.94
CC(=O)N=c1sc2nc3ccccc3nc2n1N(C(C)=O)C(C)=O | 26 | 0.74
C#CCOC(=O)CCCNc1ccc([N+](=O)[O-])cc1[N+](=O)[O-] | 1 | 0.99
O=C1CC(N2CCCCC2)C(=O)N1c1ccccc1 (stereo unspecified) | 3 | 0.97
O=C(Nc1ccccc1)Nc1nc(-c2ccc(F)cc2)cs1 | -62 | 1.6
Cc1cc([N+](=O)[O-])cc(/C=N\NC(=O)C2COc3ccccc3O2)c1O (stereo unspecified) | 30 | 0.7
COc1ccccc1NC(=O)Cc1nn(C)c(=O)c2ccccc12 | -8 | 1.1
COc1ccc(NC(=S)NCC2CCCO2)c(OC)c1 (stereo unspecified) | 5 | 0.95
CC1CCCN(C(c2cccs2)c2nnnn2Cc2ccccc2)C1 (stereo unspecified) | -1 | 1
N#CC(=C=[N-])c1nc2ccccc2nc1-[n+]1ccccc1 | -9 | 1.1
COc1ccc(CN2C3CCCC2CC(NC(=O)Nc2cccc(C)c2)C3)cc1 (stereo unspecified) | -954* | 11*
CCOC(=O)N1CCN(C(=O)NC2CCCCC2)CC1 | 13 | 0.87
CC[C@]12c3[nH]c4cc(CCC(=O)N(C)C)ccc4c3CCN1C(=O)[C@@H](CC(=O)NC/C=C(\C)CCC=C(C)C)C[C@@H]2C(=O)N1CCN(C(=O)C2CC2)CC1 | -9 | 1.1
Cc1sc(NC(=O)c2ccco2)c(C(c2cccnc2)N2CCN(C)CC2)c1C (stereo unspecified) | 11 | 0.89
CCc1ccc(NC(=O)NC(C)c2ccc3c(c2)OCO3)cc1 (stereo unspecified) | -166* | 2.7*

Record cards, from the list above. Order of values: mouse IAP activators	mouse IAP activators Fold change
Profile of `N#C/C(=N\Nc1ccccc1Cl)C(=O)c1ccccc1` → 13	0.87
Profile of `CCC(=O)NC(Nc1cc(C)cc(C)n1)(C(F)(F)F)C(F)(F)F` → -9	1.1
Profile of `CCCN(CCC)C(=O)c1ccc2c(c1)OCO2` → -5	1.1
Profile of `C#CCOC(=O)CCCNc1ccc([N+](=O)[O-])cc1[N+](=O)[O-]` → 1	0.99
Profile of `CC1(C)CC(=O)C(CC2=C(O)CC(C)(C)CC2=O)C(=O)C1` → 3	0.97

Going on with the list:
SMILES | mouse IAP activators | mouse IAP activators Fold change
Cc1ccc(NC(=O)CNc2ccc(OC(C)C)cc2)cc1 | 10 | 0.9
Cc1ccccc1NC(=O)NCCCN1CCN(c2ccccc2)CC1 | -27 | 1.3
CCNC(=O)C1CCN(S(=O)(=O)c2ccc(F)cc2)CC1 | 0 | 1
Nc1nc(Nc2cccc(F)c2)nc2ccccc12 | 0 | 1
Cc1ccc(C)c(OCCC(=O)Nc2cccc(S(=O)(=O)N3CCCCC3)c2)c1 | -48 | 1.5
CC(=O)Oc1cc(C(=O)OCC(=O)N2CCc3ccccc3C2)cc(OC(C)=O)c1OC(C)=O | 51 | 0.49
S=c1nc(-c2ccc(Br)cc2)oc2c1CCCC2 | 10 | 0.9
CCOC(=O)C1=CN(Cc2cccc(-c3ccc(F)cc3)c2)S(=O)(=O)N(C)C1C (stereo unspecified) | -1 | 1
CC(=O)N1CC=C2C(C#N)=C(N)C(C#N)(C#N)C(CCc3ccccc3)C2C1 (stereo unspecified) | 13 | 0.87
CCC1CCCCN1CCNC(=O)C1CCN(S(=O)(=O)c2c(C)noc2C)CC1 (stereo unspecified) | -21 | 1.2
O=C(NC1C/C=C\C(c2ccccc2)N(c2ccccc2)C(=O)C1)OCC1c2ccccc2-c2ccccc21 (stereo unspecified) | 1 | 0.99
COc1ccc(CCNC(=O)c2nnc(Cc3c(F)cccc3Cl)o2)cc1OC | 2 | 0.98
CC(NC(=S)Nc1ccc(OC(F)F)c(Cl)c1)C(C)(C)C (stereo unspecified) | -54 | 1.5
Cc1ccc2c(c1)cc(CN(CCc1ccccc1)C(=O)N1CCOCC1)c1nnnn12 | 3 | 0.97
Nc1cc(N)nc(SCC(=O)c2ccccc2)n1 | 0 | 1
CN(C)S(=O)(=O)Oc1ccc(Cl)cc1C(=O)Nc1cccc(C(F)(F)F)c1 | 5 | 0.95
Fc1ccc(OCc2nn3cnnc3s2)cc1 | 8 | 0.92
O=C(Nc1ccc2oc(-c3cccnc3)nc2c1)c1cccnc1 | 9 | 0.91
O=C(NC1CCCC1)c1cnc2n(c1=O)CCS2 | 5 | 0.95
